aSyn yeast inh = qHTS of alpha-syn Inhibitors | Yeast expressing alpha-synuclein, growth rescue, BacTiter-Glo, 24 h | Potency, µM (highest dose often 46.1 µM), for the others: at the highest dose growth rescue (activation), usual class: activators | 370,000 compounds, 0.14% hits | AID 652106, 2013; further: potency means the concentration at half of the fitted maximal effect; % of control where 0% means no effect; nearly all actives have a fitted effect of over 65% in size
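Screening used galactose-induced yeast with toxic alpha-synuclein levels, exposed to compound for 24 hr at 30 deg C. Cell growth, read with BacTiter-Glo luminescence, gave the measured signal.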
DRD3 agonist = qHTS of D3 Dopamine Receptor Agonist: qHTS; AID 652048, 2013; D(3) dopamine receptor (Homo sapiens), P35462; max activation, %; 410,000 compounds, 0.58% hits; D3R DiscoveRx beta-arrestin cells, luminescence, 90 min; in the data active means max activation above about 30%; further: 0% is about no effect; mostly tested at two doses, the higher about 12 µM
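Agonist-mode cell screen: cells plated at 1500/well and incubated overnight at 37 °C, then exposed to library compounds for 90 min at 37 °C. Detection reagent was added for 30–60 min at room temperature, and luminescence was read.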
KB-V1 MDR tox = qHTS assay for MDR1-selective chemotherapeutics: Primary screen using the drug-selected MDR subline cells KB-V1. KB-V1 MDR cells viability, CellTiter-Glo, 72 h. Potency, µM (doses to about 46.1 µM), inactives show at the top dose activity change, negative = cytotoxicity, actives largely listed as cytotoxic. 400,000 compounds, 3.4% hits; further: potency means the concentration at half of the fitted maximal effect; on the % scale 0 is the no-effect control and ±100 the full control effect; nearly all actives have a fitted effect of over 60% in size
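Following 72 h at 37 degrees C with compound, KB-V1 cell viability was read by CellTiter-Glo luminescence, medium being phenol-red-free DMEM plus 10% FBS; concentration-response parameters came from normalized, curve-fitted qHTS data.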
DRD3 antagonist = qHTS of D3 Dopamine Receptor Antagonist: qHTS | D(3) dopamine receptor (Homo sapiens), P35462 | D3R cells, DiscoveRx beta-arrestin luminescence, antagonist mode; hits give low values | max response, negative = inhibition, % | 360,000 compounds, 2.5% hits | AID 652054, 2013; in the data active means max response below about -50%; inconclusive means no clear call, values can overlap the other calls; further: on the % scale 0 is the no-effect control and ±100 the full control effect; mostly tested at two doses, the higher about 12 µM
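Cells expressing the human receptor were seeded at 1500 cells/well, incubated overnight at 37 degrees C in 5% CO2, then exposed to library compounds with dopamine controls for 90 minutes at 37 degrees C before luminescent detection.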
HEK293 tox = qHTS of GLP-1 Receptor Inverse Agonists: Cytotox Screen | 410,000 compounds, 0.13% hits | HEK293 cAMP-luciferase reporter cells, luminescence, 24 h | AID 624418, 2012 | Potency, µM (series often up to 38.3 µM), for the others: at the top dose activity change, negative = inhibition, hits mostly inhibitors;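 further: loss of luciferase light is scored as toxicity; potency means the concentration at half of the fitted maximal effect; on the % scale 0 is the no-effect control and ±100 the full control effect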
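Cells in DMEM/10% Nu serum/1% pen-strep, 1536-well format. Pre-incubated 12 h, dosed with 23 nL compound, incubated a further 24 h. Luciferase detection, 12 min at room temp, luminescence.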
PTHR1 agonist = qHTS for PTHR1 Agonists: Primary Screen. Parathyroid hormone/parathyroid hormone-related peptide receptor (Homo sapiens), Q03431. HEK293 GP2 PTHR1 cells, GloSensor cAMP luminescence, 1 h. Potency, µM (doses to about 115 µM), for inactives: at the highest dose activation, most hits filed as activators. AID 743266, 2014. 410,000 compounds, 0.075% hits; further: potency means the concentration at half of the fitted maximal effect; nearly all actives have a fitted effect of over 55% in size; some results filed as inactive show a strong effect at the top dose; inactives centre near -15; many of its hits are not listed in these tables
Target sequence (Q03431 whole entry, looked up): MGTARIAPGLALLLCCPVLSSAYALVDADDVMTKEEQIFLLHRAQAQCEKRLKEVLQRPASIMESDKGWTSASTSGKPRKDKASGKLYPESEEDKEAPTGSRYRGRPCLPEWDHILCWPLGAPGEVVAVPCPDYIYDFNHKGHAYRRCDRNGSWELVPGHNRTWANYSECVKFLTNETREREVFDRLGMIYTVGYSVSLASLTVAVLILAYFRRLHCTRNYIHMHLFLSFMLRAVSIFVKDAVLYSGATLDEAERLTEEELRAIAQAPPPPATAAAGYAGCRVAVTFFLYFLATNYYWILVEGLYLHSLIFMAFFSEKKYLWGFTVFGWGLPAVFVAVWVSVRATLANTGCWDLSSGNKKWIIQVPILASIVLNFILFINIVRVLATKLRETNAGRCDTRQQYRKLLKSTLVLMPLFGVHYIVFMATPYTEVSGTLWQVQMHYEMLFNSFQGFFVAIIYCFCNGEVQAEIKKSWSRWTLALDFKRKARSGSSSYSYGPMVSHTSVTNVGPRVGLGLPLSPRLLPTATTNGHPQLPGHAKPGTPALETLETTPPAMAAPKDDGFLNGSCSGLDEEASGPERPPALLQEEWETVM
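HEK-293-derived GP2 cells expressing PTHR1 and a GloSensor cAMP reporter, 3,000/well, plated overnight, given luciferin plus IBMX (each 0.5 mM as added) for 1 h at 37 °C, then compound for 1 h at 37 °C. Luminescence was read after 15 min at room temperature.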
GLP1R inv ag = qHTS of GLP-1 Receptor Inverse Agonists (Inhibition Mode); Glucagon-like peptide 1 receptor (Homo sapiens), P43220; HEK293 GLP-1R CRE-luciferase, luminescence, 24 h; GLP-1R form is constitutively active; Potency, µM (series often up to 38.3 µM), without a hit: at the highest dose activity change, negative = inhibition, actives largely listed as inhibitors; 410,000 compounds, 1.6% hits; further: potency means the concentration at half of the fitted maximal effect; on the % scale 0 is the no-effect control and ±100 the full control effect; nearly all actives have a fitted effect of over 55% in size
Target sequence (P43220 whole entry, looked up): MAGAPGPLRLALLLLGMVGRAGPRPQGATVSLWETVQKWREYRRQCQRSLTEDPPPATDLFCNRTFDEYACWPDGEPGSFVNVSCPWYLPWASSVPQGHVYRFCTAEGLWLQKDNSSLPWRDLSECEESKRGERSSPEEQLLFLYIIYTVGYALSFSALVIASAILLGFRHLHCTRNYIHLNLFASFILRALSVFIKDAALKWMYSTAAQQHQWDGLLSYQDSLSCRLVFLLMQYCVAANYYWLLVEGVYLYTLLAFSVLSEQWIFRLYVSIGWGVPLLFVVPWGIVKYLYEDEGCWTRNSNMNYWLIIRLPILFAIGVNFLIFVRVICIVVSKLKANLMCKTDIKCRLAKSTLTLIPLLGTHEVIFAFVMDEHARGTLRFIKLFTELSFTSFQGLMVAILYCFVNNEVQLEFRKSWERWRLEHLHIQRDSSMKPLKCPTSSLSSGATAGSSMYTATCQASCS
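Inverse agonists were sought by their lowering of basal cAMP reporter luciferase output in HEK293 cells stably carrying constitutively active human GLP-1R, after 24 h compound treatment.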
GLP1R ag = qHTS of GLP-1 Receptor Agonists; Glucagon-like peptide 1 receptor (Homo sapiens), P43220; HEK293 GLP-1R CRE-luciferase, luminescence, 4-6 h; cells express a hypersensitive GLP-1R form; Potency, µM (highest dose often 45.6 µM), inactives show at the highest dose activation, usual class: activators; 380,000 compounds, 0.007% hits; AID 624172, 2012; further: potency means the concentration at half of the fitted maximal effect; % of control where 0% means no effect
TDP43 rescue = qHTS of TDP-43 Inhibitors; TDP-43 expressing yeast growth rescue, BacTiter-Glo, 24 h; AID 652104, 2013; Potency, µM (doses to about 46.1 µM), for inactives: at the top dose growth rescue (activation), hits mostly activators; 410,000 compounds, 1.8% hits; further: potency means the concentration at half of the fitted maximal effect; % of control where 0% means no effect; nearly all actives have a fitted effect of over 50% in size
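Galactose-induced TDP-43 yeast, OD600=0.02, compound pinned; 24 hr, 30 deg C; BacTiter-Glo luminescence for growth. Inhibitors of TDP-43 toxicity read as activators.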
* = called active by the depositor; i = inactive; ? = inconclusive; · = not tested or not shown; [ ] = another dose, or the depositor's remark. Unless noted, the call rests on the fitted dose curve; in most records, active means well fitted curve in the direction sought with a large enough effect; inconclusive means small, poorly fitted or top-dose-only effect, or another doubt; inactive means no such curve, though single readings can be large; an effect the other way counts as inactive or inconclusive. These rows are one share of the data; count on the stated rates, not on these rows.

SMILES	aSyn yeast inh	DRD3 agonist	KB-V1 MDR tox	DRD3 antagonist	HEK293 tox	PTHR1 agonist	GLP1R inv ag	GLP1R ag	TDP43 rescue
COc1ccc(NS(=O)(=O)c2cccc(C(=O)NCc3cccnc3)c2)cc1	-4%	9	3%	7	21%	-12%	2%	-2%	18%
Cc1ccc(Cl)cc1N1CCN(c2nc3ccc(C(=O)c4ccccc4)cc3n3cnnc23)CC1	·	-4	11%	·	0%	-19%	4%	·	7%
O=C(NCCc1ccccc1)c1ccc(Cl)c(S(=O)(=O)N2CCCC2)c1	0%	-12	7%	-27	1%	-93%[inhibitor]	?	6%	3%
COc1cc(SC)ccc1C(=O)N1CCN(Cc2ccc3c(c2)OCO3)CC1	0%	-14	?	-3	-20%	-44%[inhibitor]	-21%	6%	-6%
O=C(NCCc1nc(-c2ccccc2)no1)c1ccccc1	0%	6	-9%	-24	6%	-44%[inhibitor]	8%	4%	3%
O=C(c1cc(COc2ccc(-n3cncn3)cc2)on1)N1CCCC1	-3%	4	-15%	0	-1%	-83%[inhibitor]	15%	-2%	16%
COCCOCC(O)CN1CCN(c2ccccc2)CC1 (stereo not given)	-2%	11	-3%	-78*	-9%	1%	2%	1%	-20%
O=S(=O)(Nc1ccccc1N1CCOCC1)c1ccc(F)c(Cl)c1	23%	0	-8%	3	1%	-1%	?	5%	6%
COc1ccccc1CCNC(=O)C1CCC(=O)N(Cc2cccc(F)c2)C1 (stereo not given)	5%	-1	7%	12	2%	i	13%	-4%	9%
C#CC(CC)(CC)NC(=S)Nc1ccc(S(N)(=O)=O)cc1	-2%	-8	-14%	-25	-4%	i	22%	?	-1%
CCC1=NN(C(=O)c2ccc(C)cc2)C(O)(c2ccc(Br)cc2)C1 (stereo not given)	-17%	2	21µM*	13	?	-7%	?	-4%	22%
O=C(COc1cc(F)ccc1[N+](=O)[O-])Nc1cc(S(=O)(=O)N2CCCC2)ccc1Cl	12%	15	-6%	16	-24%	-12%	2%	19%	20%
O=C(C1CCCCN1S(=O)(=O)c1ccccc1[N+](=O)[O-])N1CCCCC1 (stereo not given)	-6%	0	?	-18	2%	-7%	-16%	-1%	-9%
Nc1nonc1-n1nnc(C(=O)N/N=C/c2ccc(Br)cc2)c1CSC1=NCCS1	-5%	-2	-26%	?	10%[1.53 µM]	-17%	-11%	-4%	24%
COc1ccc(CN2C(=O)c3ccccc3C2=O)cc1C(=O)O	3%	-2	3%	2	-19%	i	6%	2%	-5%
Cc1cccc(NC(=O)CN2C(=O)CSC2=O)c1	0%	-5	-1%	-16	-3%	i	8%	-1%	10%
Cc1cccc(NC(=S)N2CCN(C(=O)C3CCCO3)CC2)c1 (stereo not given)	-6%	7	?	7	-1%	-15%	0%	0%	19%
Cc1ccccc1NC(=O)NC1(C(=O)N2CCC(C(N)=O)CC2)CCCCC1	3%	22	5%	2	1%	i	14%	1%	-20%
CCOC(=O)Cc1c[nH]c2ccc([N+](=O)[O-])cc12	-4%	-8	-2%	0	-8%	-73%[inhibitor]	-28%	7%	8%
c1cc2cc(CNc3nc(NCC4CC4)nc4ccsc34)ccc2o1	-11%	-17	?	0	?	-30%	?	-4%	6%
CCC(C)c1ccc(OCC(=O)Nc2ccc3c(c2)C(=O)NC3=O)cc1 (stereo not given)	-1%	2	-5%	-13	0%	-18%	38%[activator]	-1%	-9%
COc1nc(C)cc(C)c1S(=O)(=O)c1ccccc1	1%	5	0%	7	0%	-4%	-2%	3%	24%
CCOc1ccc(C(c2c(NC(=O)c3ccccc3)sc(C)c2C)N2CCN(CCO)CC2)cc1 (stereo not given)	6%	-3	?	2	?	-33%	?	13%	6%
CCOc1ccc2ccccc2c1/C=N/NC(=O)c1c(C)cc(C)[nH]c1=O	3%	13	9%	85	-24%	-20%	31%[activator]	8%	6%
CCCn1c(N2CCN(Cc3cccc(C)c3)CC2)nc2c1c(=O)[nH]c(=O)n2C	1%	-6	-6%	-9	-3%	-15%	13%	-1%	-8%
O=C(c1cccc(F)c1)N1CCN(c2ccc([N+](=O)[O-])c(N3CCCCC3)c2)CC1	4%	-16	?	?	?	i	?	3%	7%
O=C(Cc1cccc(NC(=O)C2CCCN(C(=O)CCc3ccccc3)C2)c1)Nc1cccc(C(=O)N2CCCC2)c1 (stereo not given)	-5%	0	0%	-16	-11%	i	3%	-1%	-12%
O=C(CNC(=O)c1cccs1)OCC(=O)c1ccc2ccccc2c1	6%	-3	17%	-20	-5%	i	10%	-9%	?
CC(Oc1ccc(Cl)cc1Cl)C(=O)Nc1ccncc1 (stereo not given)	-12%	3	9.2µM*	31	-19%	-13%	-22%	5%	6%
O=C(N(c1ccccc1)c1ccccc1)n1ccnc1	8%	4	-22%	13	-8%	?	0%	-6%	?
O=C(NNC(=O)C1CCN(S(=O)(=O)c2ccc(Cl)cc2)CC1)c1ccccc1	-6%	-3	-17%	9	7%	-5%	7%	-2%	-15%
Clc1ccc(-c2csc(-c3cccnc3)n2)s1	7%	-6	3%	13	-8%	i	36%[activator]	11%	?
S=C(NCCc1ccccc1)Nc1ccc(Br)cc1	0%	-3	18µM*	-23	?	-34%[inhibitor]	?	-3%	?
COc1ccc2nc(SCC(=O)NCC3CCCO3)c(C#N)cc2c1 (stereo not given)	8%	2	?	-10	-1%	i	-19%	9%	-5%
CSc1ccc(S(=O)(=O)NCC(=O)OCC(=O)NC2(C#N)CCCCC2)cc1[N+](=O)[O-]	9%	11	0%	8	-2%	-11%	19%	5%	-19%
CC1CCN(C(=O)c2cc3c(=O)n(C)c4ccccc4c3s2)CC1	·	-10	-13%	·	-1%	-18%	16%	·	0%
CC(=O)CCC1C2C(O)C(C(C)C)C(OC(=O)/C=C/c3ccccc3)CC12C (stereo not given)	6%	5	-14%	14	-48%	i	?	13%	20%
CC(=O)NC1=NN(C(C)=O)C(C)(c2ccc(C)cc2)S1 (stereo not given)	2%	11	0%	20	-4%	i	-2%	-1%	15%
O=C(CN1C(=O)c2ccccc2S1(=O)=O)c1ccc(F)cc1	1%	-11	8%	-5	-9%	-40%[inhibitor]	2.2µM*	-7%	4%
O=[N+]([O-])c1cccc(-c2nc3ccccc3s/c2=N/O)c1	7%	-11	?	?	-9%	12%	-11%	?	?

In a second layout: results already given.
| SMILES | aSyn yeast inh | DRD3 agonist | KB-V1 MDR tox | DRD3 antagonist | HEK293 tox | PTHR1 agonist | GLP1R inv ag | GLP1R ag | TDP43 rescue |
| --- | --- | --- | --- | --- | --- | --- | --- | --- | --- |
| CCCn1c(N2CCN(Cc3cccc(C)c3)CC2)nc2c1c(=O)[nH]c(=O)n2C | 1% | -6 | -6% | -9 | -3% | -15% | 13% | -1% | -8% |
| O=C(c1cccc(F)c1)N1CCN(c2ccc([N+](=O)[O-])c(N3CCCCC3)c2)CC1 | 4% | -16 | ? | ? | ? | i | ? | 3% | 7% |
| O=C(Cc1cccc(NC(=O)C2CCCN(C(=O)CCc3ccccc3)C2)c1)Nc1cccc(C(=O)N2CCCC2)c1 (stereo not given) | -5% | 0 | 0% | -16 | -11% | i | 3% | -1% | -12% |

Other records:
SMILES	aSyn yeast inh	DRD3 agonist	KB-V1 MDR tox	DRD3 antagonist	HEK293 tox	PTHR1 agonist	GLP1R inv ag	GLP1R ag	TDP43 rescue
Nc1nonc1-n1nnc(C(=O)N/N=C/c2ccccc2Cl)c1CSc1ccccc1	-2%	3	0%	-15	?	-60%[inhibitor]	?	10%	-22%
Cc1cc(C)nc(NS(=O)(=O)c2ccc(N/C=C\C(=O)c3ccc(Cl)cc3)cc2)n1	?	22	0%	-18	8%	-16%	24%	0%	-24%
CC1CCN(c2ccccc2NC(=S)NC(=O)c2ccco2)CC1	-10%	1	18µM*	7	?	i	10µM*	3%	?
CCc1cccc(OCCCN2C(=O)NC(C)(C)C2=O)c1	·	-4	-21%	?	-2%	i	-13%	6%	5%
C/C(=N\NC(=O)Cn1nc(C)c([N+](=O)[O-])c1C)c1ccc(O)cc1	0%	-5	-20%	-15	17%	-17%	13%	2%	18%
CC(C)(C)OC(=O)NCc1ccc(CNC(=O)c2[nH]cnc2C(=O)N[C@@H](Cc2ccccc2)C(=O)OC(C)(C)C)cc1	-8%	6	-23%	13	-7%	-12%	?	2%	-1%
CCn1c(=O)c(C(=O)CN2CCN(S(=O)(=O)c3ccccc3)CC2)c(N)n(Cc2ccccc2)c1=O	7%	6	-25%	-10	0%[0.307 µM]	-20%	3%[0.307 µM]	-12%	12%
O=C(CNC(=O)c1ccccc1F)OCCOc1cccc(Cl)c1	-1%	1	19%	5	-2%	i	0%	4%	21%
Cc1onc(-c2ccc(Cl)cc2Cl)c1C(=O)/C=C/N(C)C	-60%[inhibitor]	5	15%	2	32%[activator]	-4%	-32%	2%	-13%
Cc1cccc(C)c1NC(=O)CCCCCNS(=O)(=O)c1ccccc1	1%	2	?	12	0%[7.66 µM]	-8%	-4%[7.66 µM]	3%	11%[9.22 µM]
COC(=O)c1ccc(NC(=O)Nc2ccccc2F)cc1	-14%	14	-7%	2	-13%	-32%[inhibitor]	?	-1%	-7%[0.397 µM]
C/C(=N\NC(=O)CN(c1ccc(C)cc1)S(C)(=O)=O)c1cccs1	-1%	-4	-33%	0	7%	i	-3%	0%	-3%
Cc1cc2oc(=O)cc(COC(=O)c3n[nH]c4ccccc34)c2cc1C	-1%	-11	0%	-10	12%	-22%	19%	-2%	-6%

Screening results deposited in PubChem by National Center for Advancing Translational Sciences (NCATS).
